FEN1 inhibitor: human FEN1 inhibition. P39748. Recombinant FEN1 flap cleavage, fluorescence, 15 min. 390,000 tested, 0.35% active. Potency, µM (top dose mostly 114 µM), inactives show at the highest dose activity change, negative = inhibition, usual class: inhibitors; further: nearly all actives have a fitted effect of over 65% in size
Target sequence (P39748 whole entry, looked up): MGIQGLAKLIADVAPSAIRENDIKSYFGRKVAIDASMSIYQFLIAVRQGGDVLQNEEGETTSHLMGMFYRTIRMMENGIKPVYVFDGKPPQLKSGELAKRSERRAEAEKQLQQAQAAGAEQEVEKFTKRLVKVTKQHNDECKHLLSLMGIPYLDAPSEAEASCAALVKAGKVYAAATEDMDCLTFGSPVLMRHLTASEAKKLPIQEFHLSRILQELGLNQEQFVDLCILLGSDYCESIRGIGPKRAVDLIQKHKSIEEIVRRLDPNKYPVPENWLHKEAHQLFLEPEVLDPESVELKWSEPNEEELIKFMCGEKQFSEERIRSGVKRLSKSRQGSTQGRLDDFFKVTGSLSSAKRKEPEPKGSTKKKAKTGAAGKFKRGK
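Recombinant FEN1 (10 nM) was preincubated with pin-transferred compounds for 15 min at room temperature, then flap DNA substrate (50 nM final) was added. Plates were read at 0 and 15 min, and normalized concentration–response data were fitted to a four-parameter Hill equation.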
N370S GC mod: inhibits or activates N370S mutant glucocerebrosidase | 330,000 tested, 0.092% active | N370S GC spleen homogenate, 4MU-glucoside fluorescence | Potency, µM (doses to about 59.4 µM), for inactives: top-dose activity change, negative = inhibition, hits mostly inhibitors | AID 2101;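 further: 0% = full enzyme activity and -100% = no enzyme basal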
TDP1 cell CPT: DT40-hTDP1 cell growth loss with CPT | AID 686979 | 420,000 tested, 12% active | Potency, µM (series often up to 46.2 µM), inactives show top-dose activity change, negative = growth inhibition, hits mostly inhibitors | chicken DT40 Tdp1-/-;hTDP1 cells + 20 nM CPT, ATP luminescence, 48 h; further: nearly all actives have a fitted effect of over 55% in size
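Cell growth measured by CellTiter-Glo luminescence after a minimum 48 h, 37 C compound exposure with 20 nM CPT in Tdp1-knockout DT40 cells stably expressing hTDP1, seeded 400/well; qHTS titration format.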
Numbers without * were called inactive; ? = inconclusive; · = no result given; & = joins results of further samples; [ ] = another dose, or the depositor's remark. The call rests on the fitted dose curve; in most records, active means well fitted curve in the direction sought with a large enough effect; inconclusive means small, poorly fitted or top-dose-only effect, or another doubt; inactive means no such curve, though single readings can be large; an effect the other way counts as inactive or inconclusive. Unless noted, on the % scale 0 is the no-effect control and ±100 the full control effect; potency means the concentration at half of the fitted maximal effect. These rows are one share of the data. The share of hits here may be higher or lower than overall.

SMILES,FEN1 inhibitor,N370S GC mod,TDP1 cell CPT
CC(=O)c1ccc(S(=O)(=O)N2CCC(Oc3ccc(-n4cnnn4)cc3)CC2)cc1,-6%&-9%,-2%,2%&3%
COc1ccc(S(=O)(=O)N2CCCC2CNC(=O)C(=O)Nc2ccc(F)cc2)cc1 (stereo not drawn),-5%,-3%,?
COC(C(=O)Nc1ccnn1C1CCN(Cc2nccs2)CC1)c1ccccc1 (stereo not drawn),-4%,1%,-6%
CCOc1ccc(C(=O)N(CC(=O)Nc2cccc(C)c2C)CC2CCCO2)cc1OC (stereo not drawn),-2%,·,?
CC(C)N(Cc1ccccc1)C(=S)Nc1ccc(OC(F)F)cc1,-19%,-2%,-3%
O=C(CN1C(=O)c2ccccc2C1=O)NC1CCCCCC1,4%,2%,2%
COc1ccc(C(=O)/C=C/c2cccnc2)c(OC)c1,-1%,-21%,?
Cc1cc(C(=O)N/N=C/c2ccc3c(c2)OCO3)c(C)o1,3%,0%,-10%
Cc1ccc2cccc(OCCOCCOc3ccccc3Br)c2n1,0%,-1%,?
CN(CC(=O)Nc1cccc(F)c1)CC(=O)NC(c1ccccc1)c1ccccc1,-3%,·,23µM*
CC(=O)N[C@@H](CSC/C=C(\C)CCC=C(C)C)C(=O)O,·,2%&7%&-7%,-4%[4.12 µM]
COc1ccc(N2CCN(C(=O)C(C)n3nc(C)c4sc5ccccc5c4c3=O)CC2)cc1 (stereo not drawn),?,·,?
OCC(O)[C@@H](O[C@H]1O[C@H](CO)[C@@H](O)[C@H](O)[C@H]1O)[C@H](O)[C@@H](O)CO (stereo partly drawn),-6%,-1%,-16%
COc1ccc(C2c3[nH]c4ccccc4c3C[C@H]3C(=O)N(c4ccccc4C(=O)N4CCC[C@@H]4C(=O)O)C(=O)N23)cc1 (stereo partly drawn),16%,-12%,-2%
COc1ccc(NC(=O)CN(C)C(=O)CNC(=O)c2ccc(C)s2)cc1,-10%,-16%,-4%
O=C(CSc1nccn1C1CCCC1)Nc1ccc(C(F)(F)F)cc1,0%,·,?

7 compounds from above, reduced to FEN1 inhibitor and TDP1 cell CPT.
SMILES | FEN1 inhibitor | TDP1 cell CPT
CN(CC(=O)Nc1cccc(F)c1)CC(=O)NC(c1ccccc1)c1ccccc1 | -3% | 23µM*
CC(=O)N[C@@H](CSC/C=C(\C)CCC=C(C)C)C(=O)O | · | -4%[4.12 µM]
COc1ccc(N2CCN(C(=O)C(C)n3nc(C)c4sc5ccccc5c4c3=O)CC2)cc1 (stereo not drawn) | ? | ?
OCC(O)[C@@H](O[C@H]1O[C@H](CO)[C@@H](O)[C@H](O)[C@H]1O)[C@H](O)[C@@H](O)CO (stereo partly drawn) | -6% | -16%
COc1ccc(C2c3[nH]c4ccccc4c3C[C@H]3C(=O)N(c4ccccc4C(=O)N4CCC[C@@H]4C(=O)O)C(=O)N23)cc1 (stereo partly drawn) | 16% | -2%
COc1ccc(NC(=O)CN(C)C(=O)CNC(=O)c2ccc(C)s2)cc1 | -10% | -4%
O=C(CSc1nccn1C1CCCC1)Nc1ccc(C(F)(F)F)cc1 | 0% | ?

Next part.
SMILES,FEN1 inhibitor,N370S GC mod,TDP1 cell CPT
Cc1ccc(C(=O)COC(=O)CCC(=O)Nc2ccccc2Cl)cc1[N+](=O)[O-],-7%,1%,-4%
CC(NC(=O)c1ccc(NC(=O)c2nsc3ccccc23)cc1)c1ccccc1 (stereo not drawn),-2%,·,?
CCCCNC(=O)CSc1nc2cc3c(cc2c(=O)n1CCCC(=O)NCc1ccc2c(c1)OCO2)OCO3,-9%,·,-2%
Cc1ccc(O)c(C2=NOC(O)(C(F)(F)C(F)F)C2)c1 (stereo not drawn),-17%,0%,-8%
OCCOc1nnnn1-c1ccccc1,-2%,9%,-2%
Cc1[nH]n(-c2ccccc2)c(=O)c1C(c1ccccc1[N+](=O)[O-])C(C#N)C#N (stereo not drawn),0%,-3%,?
COc1ccccc1CC(NC(C)=O)C(=O)NC1CCN(c2nnnn2-c2ccccc2)CC1 (stereo not drawn),3%,-1%,-24%
CN(C)c1ccc(NC(=O)CN2CCC(NC(=O)C3CCCCC3)CC2)cc1,-14%,-10%,-17%
O=C(NCCC1=CCCCC1)C1CCN(C(=O)N2CCOc3ccccc32)CC1,-5%,·,?
COc1ccccc1-c1cc(C(=O)NCc2cccs2)no1,-5%,19%,-18%
COc1ccccc1S(=O)(=O)Cc1ccc(C(=O)NCCN2CCCC2)o1,-2%,9%,-5%
Cc1nn(C(=O)c2cccs2)c(N)c1-c1ccccc1,3%,7%,1%
COc1ccc(-c2nc3ccc(C)cc3c(=O)o2)cc1OC,-3%,-1%,3%
CC(C)NC(=O)c1ccc(N2CCOCC2)nc1,-9%,·,4%
O=C(CCN1C(=O)/C(=C/c2ccc(Cl)cc2)SC1=S)Nc1ccc(C(=O)O)cc1,-3%,-17%,7%
Cc1oc2cc3oc(=O)c(CCC(=O)N4C[C@H]5C[C@@H](C4)c4cccc(=O)n4C5)c(C)c3cc2c1C,12%,4%,?
Cc1cc(C)c(C(=O)N2CCCC(CNC(=O)C3(c4ccc(Cl)cc4)CC3)C2)c(=O)[nH]1 (stereo not drawn),0%,3%,4%
CCN(CC)CCN(CC(=O)Nc1c(C)cc(C)cc1C)C(=O)c1ccccc1,13%,0%,-16%
CC(/C=C/c1ccccc1)=N\Nc1nc(-c2ccccc2)cs1,-17%,6%,-6%
Cc1ccc2nc(CSc3nnc(NC(=O)c4ccc(C(C)(C)C)cc4)s3)cc(=O)n2c1,0%,·,-14%
CC(OC(=O)c1nn(C)c(=O)c2ccccc12)C(=O)Nc1ccc(S(N)(=O)=O)cc1 (stereo not drawn),-8%,-6%,9%
O=C(CNC(=O)c1ccccc1F)OCC(=O)c1c[nH]c2ccccc12,-1%,·,-1%
CN1CCN(c2ccc([N+](=O)[O-])cc2C(=O)Nc2ccccc2)CC1,0%,3%,-3%
CCOC(=O)c1cnc(SCC(=O)Nc2sc(C)c(C)c2C#N)nc1N,-3%,7%,?
CC(CCN1CCN(CCO)CC1)c1ccccc1 (stereo not drawn),2%,-15%,0%
CC(C)Oc1ccc(CNC(=O)CCCN2C(=O)CCn3nc(-c4cccn4C)cc32)cc1,1%,·,-12%
NC(=O)COC(=O)c1ccc2c(c1)S(=O)(=O)N=C1CCCCCN12,-3%,1%,3%
C[C@]12c3[nH]c4ccccc4c3CCN1C(=O)C(CC(=O)NCCCn1ccnc1)C[C@@H]2C(=O)N1CCOCC1 (stereo partly drawn),16%,·,1%
O=C(O)C1CCN(S(=O)(=O)Cc2ccccc2)CC1,3%,-3%,-1%
COc1ccccc1NS(=O)(=O)c1cccc(NC(=O)C2CC2)c1,-13%,·,?
O=C(CSc1ccc(-c2ccccc2)nn1)N1CCCCC1,-1%,-6%,8%
CC(C)Nc1nnc(SCC(=O)c2c(N)n(Cc3ccccc3)c(=O)n(C)c2=O)s1,5%,2%,?
O=Cc1c[nH]c2ccc(OCc3ccccc3)cc12,-3%,·,-4%
O=C1NC(c2cc(Cl)cc([N+](=O)[O-])c2O)Nc2ccccc21 (stereo not drawn),-18%,6%,-25%
COC(=O)c1cn(C(=O)c2cccc(Br)c2)c2ccccc12,-3%,-7%,10%
CCCc1nc2c(ccc3ccccc32)cc1CC,2%,-1%,-21%
O=C(COc1ccccc1Cl)Nc1nc(-c2cccs2)cs1,-21%,?,-14%
CC(=O)Nc1c(C)ccc([N+](=O)[O-])c1C,-8%,·,-8%
COc1ccc(C(C)(C)C)cc1NC(=O)c1cccc(S(=O)(=O)N2CCN(C(C)=O)CC2)c1,0%,-1%,4%
O=C(O)c1ccc(CS(=O)(=O)c2c(Cl)cccc2Cl)o1,-6%,-16%,12%
COc1ccc(S(=O)(=O)N(C)C[C@H]2Oc3ccc(NS(=O)(=O)c4cccs4)cc3C(=O)N([C@H](C)CO)C[C@@H]2C)cc1,-9%,·,-23%
Oc1ccc2ccccc2c1CN1CCOCC1,-17%,15%,-13%
Cc1ccc(-n2ncc3c2CC(C)(C)CC3NC(=O)CCN2CCCO2)cc1 (stereo not drawn),-3%,-7%,-11%
Cc1[nH]n(-c2ccccc2)c(=O)c1CCOC(=O)c1ccc(C(F)(F)F)cc1,-18%,6%,4%
CCOC(=O)c1ccc(-n2c(CN3CCOCC3)nc3ccc([N+](=O)[O-])cc3c2=O)cc1,13%,-17%,-10%
Nc1ccc(/C=C/c2cc(Cl)nc3ccccc23)cc1,?,·,4µM*
CC1(C)C2CCC(C2)C1(C)NC(=O)CN1CCOCC1 (stereo not drawn),3%,0%,-2%
CC(N=C1NS(=O)(=O)c2ccccc21)c1ccccc1 (stereo not drawn),1%,-7%,?
Cc1cc(N)n(-c2ccc(S(N)(=O)=O)cc2[N+](=O)[O-])n1,-11%,-3%,2%
O=C1CCCC2=C1C(c1ccc(O)c(Br)c1)C1=C(CCCC1=O)N2c1ccccc1,-3%,6%,?
CCC1(C)NC(=O)N(CC(=O)N2N=C(c3ccccc3)CC2c2ccc(OC)cc2)C1=O (stereo not drawn),-5%,-23%,11%
Cc1ccc(Cl)cc1-n1ncc2c(Nc3cccc(C)c3C)ncnc21,-16%,·,16µM*
O=C(CSc1nc2ccccc2c(=O)n1-c1ccccc1F)NC1CC1,-1%,·,-27%
CSCCC(NC(=O)c1ccccc1Cl)C(=O)Nc1ccc(C)c(S(=O)(=O)N2CCOCC2)c1 (stereo not drawn),9%,-11%,?
CCC1CC2CC(NC(C)=O)C1C2 (stereo not drawn),1%,0%[12.8 µM],0%
CC(C)CNC(=O)NC(=O)COC(=O)Cn1cnc2ccccc2c1=O,-2%,-2%,?

(next part)
SMILES,FEN1 inhibitor,N370S GC mod,TDP1 cell CPT
CCc1cnc2c(c1SCC(=O)NCc1ccc(F)cc1)c(=O)n(C)c(=O)n2C,18%,·,?
NS(=O)(=O)c1ccc(CNC(=O)c2cccc(Oc3ccccc3)c2)cc1,7%,3%,-13%
COc1ccc(CCNC(=O)C2CCN(S(=O)(=O)c3cccc4nsnc34)CC2)cc1OC,2%,-3%,-26%
CC(C)COc1ccc(S(=O)(=O)n2cc(F)c(=O)[nH]c2=O)cc1,-3%,-13%,-3%
CC1(C)N=C(C(=O)c2ccccc2)N(O)C1(C)O (stereo not drawn),12%,3%,-2%
O=C(COC(=O)CSc1ccc(F)cc1)NC1CCCCCC1,-7%,·,?
O=c1cc(C(F)(F)F)nc(-c2ccccc2)[nH]1,-16%,-12%,-18%
CN1CCN(C(=O)C2(NC(=O)Nc3ccccc3Cl)CCCCC2)CC1,-3%,4%,3%
N#CC(=C1Nc2ccccc2N1)S(=O)(=O)c1ccccc1,-4%,14%,?
CN(C)/C=C1\C=C2C(=O)c3ccccc3N2C1=O,-21%,-16%,2%
COc1ccccc1NS(=O)(=O)c1cccc(NC(=O)c2ccc3ccccc3n2)c1,15%,7%,21µM*
Cc1nn(Cc2c(F)cccc2Cl)c(=O)c2ccccc12,7%,3%,1%
C[C@H](CO)N1C[C@H](C)[C@@H](CN(C)C(=O)Nc2ccc3c(c2)OCO3)Oc2c(NC(=O)Cc3ccccc3)cccc2C1=O,3%,·,-13%
COC(=O)c1ccc(S(=O)(=O)N2CCCCC2)o1,-6%,-20%,-1%
Cc1c(CCNC(=O)Cc2ccccc2)sc2nc(-c3ccc(F)cc3)nn12,-8%,·,?
CC(C)c1ccc(NC(=O)CSc2nnc(-c3ccccn3)n2C)cc1,2%,4%,-17%

Filtered by structure: the entries above with a tert-butyl group (2)
SMILES,FEN1 inhibitor,N370S GC mod,TDP1 cell CPT
Cc1ccc2nc(CSc3nnc(NC(=O)c4ccc(C(C)(C)C)cc4)s3)cc(=O)n2c1,0%,·,-14%
COc1ccc(C(C)(C)C)cc1NC(=O)c1cccc(S(=O)(=O)N2CCN(C(C)=O)CC2)c1,0%,-1%,4%

Next section.
SMILES,FEN1 inhibitor,N370S GC mod,TDP1 cell CPT
COc1ccc(/C=C2\CCC(C3CCCC3)C2=O)cc1Cn1cccn1 (stereo not drawn),-17%,?,18µM*
CCC1CCCCN1C(=O)CSc1nc(-c2ccc(OC)cc2)cc(C(F)(F)F)n1 (stereo not drawn),1%,·,23µM*
O=S(=O)(c1ccc(-c2ccon2)s1)N1CCN(c2ccncc2)CC1,-7%,15%,0%
CC(=O)c1nc2ccccc2n1CCc1ccccc1,-11%,16%,-29%

3 entries already listed, ordered by molar mass, falling.
SMILES,FEN1 inhibitor,N370S GC mod,TDP1 cell CPT
Cc1oc2cc3oc(=O)c(CCC(=O)N4C[C@H]5C[C@@H](C4)c4cccc(=O)n4C5)c(C)c3cc2c1C,12%,4%,?
CCN(CC)CCN(CC(=O)Nc1c(C)cc(C)cc1C)C(=O)c1ccccc1,13%,0%,-16%
CN1CCN(c2ccc([N+](=O)[O-])cc2C(=O)Nc2ccccc2)CC1,0%,3%,-3%
